# All columns: NCI-60 one-dose screen, growth in % after 48 h at 10 µM unless noted; 100 = growth as untreated, 0 = no growth, -100 = all killed.
# OVCAR-8 – OVCAR-8 ovarian cancer; actives 4.4% (n = 81,000); AID 1794782
# OVCAR-3 – OVCAR-3 ovarian cancer | actives 7% (n = 79,000) | AID 1794787
# OVCAR-4 – OVCAR-4 ovarian cancer cells; actives 3.7% (n = 80,000)
# OVCAR-5 – OVCAR-5 ovarian cancer | actives 2.9% (n = 82,000) | AID 1794783
# DU-145 – DU-145 prostate cancer; actives 4.2% (n = 81,000); AID 1794760
# IGROV1 – IGROV1 ovarian cancer. actives 4.7% (n = 79,000). AID 1794786
# PC-3 – PC-3 prostate cancer cells. actives 3.9% (n = 80,000). AID 1794754
# SK-OV-3 – SK-OV-3 ovarian cancer cells | AID 1794785 | actives 3.2% (n = 80,000)
# * = called active by the depositor; · = no result given; & = joins results of further samples. Rule for the calls: active = growth percent below 10; inactive = the rest.
SMILES,OVCAR-8,OVCAR-3,OVCAR-4,OVCAR-5,DU-145,IGROV1,PC-3,SK-OV-3
CCCCCCCCCCCCCCCCCCOCC(O)CO (stereo unspecified),·,96,101,65,90,74,72,107
CCOC(=O)C(C(=O)OCC)C(C(=O)OCC)(C(=O)OCC)C(C(=O)OCC)C(=O)OCC,95,113,117,98,108,111,87,87
CCOCC(O)c1ccccc1 (stereo unspecified),106,128,104,105,112,118,95,107
CN1CCN(CCCn2c(=O)c3sc4ncccc4c3n3nnc(-c4ccccc4)c23)CC1,17,-47*,-29*,59,31,·,47,·
CN(C)CCCNC(=O)c1cc(NC(=O)c2cc(NC(=O)c3cc(NC(=O)c4nccn4C)cn3C)cn2C)cn1C,120,106,111,109,116,107,116,89
O=c1[nH]c2ccccc2c(O)c1-c1ccccc1,101,104,106,102,105,103,99,108
COC(=O)C1=NN(c2ccccc2)C2=CNc3c(C)cccc3N21,91,88,86,95,123,·,75,91
Cc1cc(=O)n(C(=O)Nc2ccccc2Cl)c2cc(O)ccc12,95,106,107,102,108,104,94,95
O=C(c1ccc(-c2ccc3[nH]c(=O)nc(-c4ccccc4)c3c2)cc1)N1CCOCC1,102,104,105,98,106,105,101,89
NC(=O)C(c1ccccc1)N1CCCC1 (stereo unspecified),102,101,109,103,95,111,98,113
CCOC(=O)Cn1c(O)c(N=Nc2ccc(S(N)(=O)=O)cc2)c2cc(Cl)ccc21,94,97,91,106,102,87,82,90
NS(=O)(=O)c1ccc(CCN=Cc2c[nH]c3ccccc23)cc1,100,·,106,99,108,105,95,101
COc1ccc(/C=N/NC(=O)c2cccc3cc[nH]c23)cc1O,49,1.6*,50,88,28,36,32,26
O=C(Nc1ccc(I)cc1)Nc1nc2ccc([N+](=O)[O-])cc2s1,-76*,-92*,-77*,-98*,-100*,-96*,-76*,-70*
NS(=O)(=O)c1ccc(N/C=C/C(=O)c2ccccc2)cc1,103,·,105,107,106,113,102,111
Cc1cc2c(cc1C)Nc1sc(NC(=O)CN3CCN(C)CC3)nc1C(=O)N2,103,112,108,105,108,112,101,100
CS(=O)(=O)c1ccc(-c2[nH]c3ccc(F)cc3c2/C=N/N=C(N)N)cc1,88,92,94,78,104,83,83,79
COc1cc2ncnc(Nc3ccc(S(=O)(=O)Nc4nccs4)cc3)c2cc1OCCCN1CCCCC1,102,111,110,112,108,113,106,95
O=C(C1=Cc2cc3ccccc3n2Cc2cnnn21)c1ccccc1,52,27,83,89,86,45,48,68
CN1C(=O)CC(O)C1=O (stereo unspecified),101,94,117,104,101,118,106,114
CC(=O)OCC(CCn1ccc(=O)[nH]c1=O)COC(C)=O,99,100,91,81,99,118,103,108
Cc1c(C(=O)CCl)c(=O)n(-c2ccccc2)n1C,72,18,·,94,42,49,56,103
Clc1nc(Cl)c2ncn(-c3ccccc3)c2n1,51,55,69,102,37,-49*,96,88
Cc1cc(C)c(Br)c(C)c1C,105,108,105,103,108,101,98,106
COc1ccc(C2C3=C(COC3=O)N(CCO)c3cc4c(cc32)OCO4)cc1OC (stereo unspecified),102,43,88,95,100,61,58,84
Cc1ccc2nc(Nc3nc(C)c(C(=O)Nc4ncccn4)c(-c4ccc(F)cc4)n3)sc2c1,98,92,102,98,107,69,71,98
O=CN(Cc1ccccc1)c1cc([N+](=O)[O-])ccc1OCc1ccccc1,96&96,97&100,86&83,101&99,109&101,90&92,91&96,101&93
CC(=O)Nc1c(Cl)cc2c(c1Cl)Cc1cc([N+](=O)[O-])ccc1-2,78,72,81,117,93,117,73,84
Cc1ccc(-c2cc3nc4c(c(=O)n3[nH]2)CCCC4)cc1,69,69,85,98,117,105,99,114
O=C(CSc1nc2c(c(=O)[nH]1)CCCC2)NNC(=O)c1ccccc1Br,108,107,101,106,104,114,100,105
Cn1cc(-c2nn3c(=O)cc(-c4ccccc4)nc3s2)c2cc(F)ccc21,37,·,48,75,67,65,35,68
CN1CCN(c2ccc3nc(-c4[nH]ncc4Nc4ncnc5c4OCCCN5)[nH]c3c2)CC1,0.1*,-32*,-35*,-61*,-28*,-21*,-58*,-21*
O=C1C=CC(=O)N1C1CCCCC1,96,109,109,99,110,106,97,102
CCCCCOC(=O)N1CCCCC1C (stereo unspecified),101,115,113,120,113,102,101,104
O=c1cc(-c2ccccc2)oc2cc(OCCCCNCc3ccccc3)cc(O)c12,53,64,35,92,28,64,-8.5*,61
O=C1NC(=O)C(c2ccccc2)(c2ccccn2)N1 (stereo unspecified),115,108,108,102,113,108,94,107
CC1=C(C(=O)n2nc3ccccc3n2)C(c2cccc([N+](=O)[O-])c2)C(C(=O)n2nc3ccccc3n2)=C(C)N1,99,104,114,109,105,106,95,109
N#Cc1cc(C(F)(F)F)cc(C(F)(F)F)c1,105,124,107,109,121,104,93,111
CN(C)c1ccc(/C=N/Nc2ccc3nnc(-c4ccccc4)n3n2)cc1,42,65,59,119,73,105,81,110
CSc1nc(=O)n(Cc2ccc(F)cc2)c(=O)n1Cc1ccc(C)cc1,98,101,98,102,107,107,88,99
NNC(=O)c1cnccn1,107,95,116,95,118,110,116,110
Cc1c(Cl)cc(-n2c(=O)c3ccccc3c3ccccc3c2=O)cc1Cl,105,127,104,101,121,87,82,98
Oc1ccc(-c2ccccc2)cc1O,98,93,105,103,100,88,93,104
CC(=O)c1cnn(-c2ccccc2)c1C,107,108,105,119,110,114,100,102
Nc1ccc(OCC(=O)N2CCOCC2)c(Cl)c1,106,111,102,107,104,109,98,97
CC[C@H](C)[C@@H]1NC(=O)[C@H](Cc2ccc(O)cc2)N(C)C(=O)[C@H](Cc2ccccc2)NC(=O)CN(C)C(=O)[C@@H]2CCCN2C(=O)[C@@H](Cc2ccccc2)N(C)C(=O)[C@H](CC(C)C)NC1=O,5.3*,-11*,-4.8*,-7.9*,0.4*,-8.4*,2.4*,4.8*
N#Cc1c(-c2ccccc2Cl)c2c(Br)cc3ccccc3c2oc1=O,88,103,107,104,112,103,58,74
CCOC(=O)c1sc2ncnc(Oc3ccc(NC(=O)Nc4ccc(Cl)cc4)cc3)c2c1C,92,87,92,109,99,88,·,98

# Reformatted: 13 of the compounds above.
canonical_smiles | OVCAR-8 | OVCAR-3 | OVCAR-4 | OVCAR-5 | DU-145 | IGROV1 | PC-3 | SK-OV-3
O=C1C=CC(=O)N1C1CCCCC1 | 96 | 109 | 109 | 99 | 110 | 106 | 97 | 102
CCCCCOC(=O)N1CCCCC1C (stereo unspecified) | 101 | 115 | 113 | 120 | 113 | 102 | 101 | 104
O=c1cc(-c2ccccc2)oc2cc(OCCCCNCc3ccccc3)cc(O)c12 | 53 | 64 | 35 | 92 | 28 | 64 | -8.5* | 61
O=C1NC(=O)C(c2ccccc2)(c2ccccn2)N1 (stereo unspecified) | 115 | 108 | 108 | 102 | 113 | 108 | 94 | 107
CC1=C(C(=O)n2nc3ccccc3n2)C(c2cccc([N+](=O)[O-])c2)C(C(=O)n2nc3ccccc3n2)=C(C)N1 | 99 | 104 | 114 | 109 | 105 | 106 | 95 | 109
N#Cc1cc(C(F)(F)F)cc(C(F)(F)F)c1 | 105 | 124 | 107 | 109 | 121 | 104 | 93 | 111
CN(C)c1ccc(/C=N/Nc2ccc3nnc(-c4ccccc4)n3n2)cc1 | 42 | 65 | 59 | 119 | 73 | 105 | 81 | 110
CSc1nc(=O)n(Cc2ccc(F)cc2)c(=O)n1Cc1ccc(C)cc1 | 98 | 101 | 98 | 102 | 107 | 107 | 88 | 99
NNC(=O)c1cnccn1 | 107 | 95 | 116 | 95 | 118 | 110 | 116 | 110
Cc1c(Cl)cc(-n2c(=O)c3ccccc3c3ccccc3c2=O)cc1Cl | 105 | 127 | 104 | 101 | 121 | 87 | 82 | 98
Oc1ccc(-c2ccccc2)cc1O | 98 | 93 | 105 | 103 | 100 | 88 | 93 | 104
CC(=O)c1cnn(-c2ccccc2)c1C | 107 | 108 | 105 | 119 | 110 | 114 | 100 | 102
Nc1ccc(OCC(=O)N2CCOCC2)c(Cl)c1 | 106 | 111 | 102 | 107 | 104 | 109 | 98 | 97

# New compounds follow.
SMILES,OVCAR-8,OVCAR-3,OVCAR-4,OVCAR-5,DU-145,IGROV1,PC-3,SK-OV-3
C[N+](C)(C)CC(=O)N/N=C1/c2ccccc2NC1O (stereo unspecified),108,109,119,99,105,84,92,110
O=c1oc2ccc3ccccc3c2cc1-c1nnc(-c2cc3ccccc3o2)c2nn(-c3ccccc3)cc12,85,60,67,104,103,58,68,82
Cc1nn(-c2ccccc2)c(N(C)Cc2ccccc2)c1C1CC(c2ccc3c(c2)OCO3)=NN1c1cc(Cl)cc(Cl)c1 (stereo unspecified),85,101,94,107,104,104,81,73
COc1cc(Nc2scc3[n+]2CCC3)cc(OC)c1OC,99,107,105,101,104,114,96,106
O=S(=O)(O)c1cccnc1,104,111,114,119,122,132,102,103
CN(C)CCC(O)(c1ccccc1)c1ccccc1Cl (stereo unspecified),110,108,102,112,108,103,94,102
O=c1cc(Cn2cnc3c(NCc4ccco4)ncnc32)c2cc(F)ccc2o1,·,105,96,104,105,90,94,108
CCCOC(=O)N1CCCCC1,101,111,107,98,106,104,90,100
COC(=O)[C@H](Cc1ccccc1)NC(=O)[C@@H](OC)[C@@H]1Cc2cc3cc(OC4CC(OC5CC(O)C(O)C(C)O5)C(O)C(C)O4)c(C)c(O)c3c(O)c2C(=O)[C@H]1OC1CC(OC2CC(OC3CC(C)(O)C(O)C(C)O3)C(O)C(C)O2)C(O)C(C)O1 (stereo partly specified),7.4*,5.7*,1.4*,8.6*,12,25,-9.6*,17
COc1cccc(Cn2cc(C(=O)Nc3cccnc3Nc3cc(OC)c(OC)c(OC)c3)nn2)c1,109,101,102,108,100,104,96,111
Cc1ccc(Nc2nc(NN)nc(N(c3ccccc3)c3ccccc3)n2)cc1,70,75,62,92,82,65,55,90
Clc1ccc(N2N=C(c3cccc(Nc4ccncc4)c3)CC2c2ccccc2)cc1 (stereo unspecified),94,97,89,90,100,93,85,88
COc1cc(C2C(C(=O)OCc3ccccc3)=C(C)Nc3nc4ccccc4n32)cc(OC)c1OC (stereo unspecified),14,12,1.5*,45,59,44,52,26
O=C(O)c1ccc([N+](=O)[O-])o1,103,104,106,106,104,101,97,107
Clc1nc2ccccc2cc1-c1nc2ccccc2o1,94,111,84,110,113,110,74,98
NC(=Nc1cccc2ccccc12)SCCSC(N)=Nc1cccc2ccccc12,98,96,102,99,109,80,83,91
CCN1CCN(c2c(C(=O)c3ccccc3)cnc3cc(OC)c(OC)cc23)CC1,96,88,84,87,86,74,84,102
CCOC(=O)c1cc(-c2ccc([N+](=O)[O-])cc2)n(-c2ccc(C(=O)O)c(O)c2)c1C,39,80,52,114,89,-11*,24,96
Cc1cc(=O)[nH]c2nc3ccccc3n12,108,109,·,104,112,94,91,101
O=c1oc2ccc([N+](=O)[O-])cc2cc1Br,100,111,109,109,109,119,97,106
Cc1ccc(-c2ccc(SCC(=O)Nc3ccc(Cl)c(C(F)(F)F)c3)nn2)cc1,1.6*,2.5*,62,39,24,30,29,47
Cc1cc(Cl)nc(N2CCN(CCNc3ccnc4cc(Cl)ccc34)CC2)n1,62,61,40,67,67,61,43,57
Cc1cnc(SCc2ccc(Cl)cc2)[nH]c1=O,102,113,100,107,112,108,88,97
Cc1ccc(OS(=O)(=O)c2ccccc2)cc1,103,94,100,98,95,102,96,110
COc1ccc(C2CCCCC2)cc1,117,103,109,100,101,114,·,109
O=C(O)CCn1c(O)c(N=Nc2cccc3c2C(=O)c2ccccc2C3=O)sc1=S,101,108,108,104,105,97,·,101
COc1cc(-c2cc(-c3ccc(Br)cc3)nc3nc(N)[nH]c(=O)c23)ccc1Oc1ccnc2cc(Cl)ccc12,94,97,90,122,102,100,83,105
CCCC(=O)C(CCN(C)C)c1ccccn1 (stereo unspecified),107,112,115,101,104,105,90,110
O=C(Cn1cc(CN2C(=O)c3ccc([N+](=O)[O-])cc3C2=O)nn1)Nc1ccccc1F,103,·,108,101,109,106,94,89
COc1ccc(Nc2cnc3cc(NC(=O)NC4CCCCC4)ccc3n2)cc1,95,111,104,101,109,98,96,115
CC(=O)Nc1nc(C)c(C(=O)N/N=C/N2CCCCC2)s1,103,128,121,103,137,9.2*,·,103
FC(F)(F)c1cc2c(Cl)ncnc2n1CCN1CCOCC1,65,38,20,98,74,-58*,88,101
Nc1sc2c(c1-c1nc3ccccc3s1)CCCC2,96,93,81,115,102,78,84,73
O=C1Cc2cccc(=O)c(O)c2C(=O)O1,95,108,111,122,107,111,103,97
Cc1ccc(N=Nc2c(N)n[nH]c2N)cc1,110,112,118,86,109,138,88,118
Cc1nn(C)c2ncnc(N/N=C/c3cccc(O)c3O)c12,18,25,22,42,18,15,36,9.8*
Nc1cc(Br)cc([N+](=O)[O-])c1O,105,·,108,103,109,106,99,111
CC1=CC(c2ccc(Cl)cc2)N2N=CSC2=N1 (stereo unspecified),99,119,101,93,117,115,95,111
Cn1c(Cl)cc2c1-c1oncc1CC2,103,107,113,106,109,136,110,112
Cc1ccc(S(=O)(=O)NNC(=O)COc2ccc3c(C)c(Cc4ccccc4)c(=O)oc3c2C)cc1,99,113,101,104,112,113,98,107
O=C(CCCCCCN1CC(=O)N2[C@@H](c3ccc(Cl)cc3)c3[nH]c4ccccc4c3C[C@H]2C1=O)NO,58,67,59,70,73,54,43,83
Cc1ccccc1Nc1cc(=O)[nH]c(N)n1,105,113,114,103,110,102,112,130
COc1cc(/C(=C2/O[C@@H]([C@H]3COC(C)(C)O3)[C@H]3OC(C)(C)O[C@@H]23)c2ccc3ccccc3c2)cc(OC)c1OC,19,-6.8*,26,38,2.9*,21,27,51

# Bioassay records from PubChem BioAssay.
